Source: PubChem (National Center for Advancing Translational Sciences (NCATS))
GALK inhibitor – inhibitors of human galactokinase | 0.007% of 270,000 active | Purified GALK, Kinase-Glo residual ATP luminescence | Potency, µM (series often up to 57.5 µM), for inactives: at the top dose activity change, negative = inhibition, hits mostly inhibitors; also: potency is read from the fitted curve at half-maximal effect; % is scaled to controls: 0 for no effect and ±100 for the full control effect
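Kinase-Glo Plus luminescence measured ATP left after a 1 h room-temperature reaction. The reaction used 5 nM GALK, 100 uM galactose and 35 uM ATP at pH 8.0 (20 mM HEPES, 5 mM MgCl2, 60 mM NaCl, 1 mM DTT, 0.01% BSA).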
A-T KAP1 phos – potential ataxia-telangiectasia treatment; Potency, µM (highest dose often 57.5 µM), for the others: at the highest dose activation, usual class: activators; 0.19% of 320,000 active; […] A-T fibroblasts, KAP-1 phosphorylation AlphaLISA; neocarzinostatin DNA damage 30 min before lysis; AID 485349; also: potency is read from the fitted curve at half-maximal effect; % of control where 0% means no effect; nearly all actives have a fitted effect of over 45% in size
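ATM-like activity read as KAP-1 phosphorylation via AlphaLISA donor/acceptor antibody pairs after lysis and 6 hr at 25C. Cells were ATM-null patient fibroblasts ([…], hTERT), dosed 60 min, then exposed to the DSB inducer NCS for 30 min.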
Integrin act MD – integrin-mediated muscular dystrophy alleviation activation | 0.064% of 350,000 active | AID 624291 | alpha7betagal myoblasts, beta-gal FDG fluorescence, 48 h | Potency, µM (titrated, usually from 38.3 µM), for inactives: top-dose activation, actives largely listed as activators;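 also: potency is read from the fitted curve at half-maximal effect; 100% = response of the positive control SU9516; nearly all actives have a fitted effect of over 60% in size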
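alpha7betagal+/- myoblasts (passage 13, 250/well) treated 48 h at 37C with compounds at 1:260 dilution of DMSO stock. Lysed, then beta-galactosidase activity read as FDG fluorescence (ex 480/em 540) after 30 min, with pre-read for autofluorescence.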
TRPV1 agonist – human TRPV1 agonism. Q8NER1. TRPV1-expressing cells, Fluo-8 calcium influx, agonist mode. activation, % at 8.33 µM. 0.19% of 320,000 active. AID 540275; in the data active = activation above about 80%; inconclusive = between about 30% and that limit; also: 0% is about no effect
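Fluo-8 calcium influx in TRPV1-expressing cells, kinetic read (ex 480/em 520 nm). Compound added and read 3 min for agonist activity, followed by capsaicin at EC20 final and 2 min further read for enhancement.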
MBNL1-CUG inh – blocks human MBNL1 binding to CUG repeat RNA; Potency, µM (titrated, usually from 57.5 µM), inactives show at the top dose activity change, negative = inhibition, usual class: inhibitors; 0.036% of 280,000 active; TR-FRET MBNL1-His/biotin-(CUG)12 binding, 665/545 ratio; active = well fitted inhibition curve with a large enough effect in the signal ratio, with a control signal flat, not every such curve was filed as active; inconclusive = small, poorly fitted or top-dose-only effect, or effect the other way, or a change in a side signal; inactive = no such curve, though single readings can be large or run the other way; the % refers to the signal ratio; also: potency is read from the fitted curve at half-maximal effect; % is scaled to controls: 0 for no effect and ±100 for the full control effect
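Compounds (final 92 nM to 58 uM) are added to His-tagged MBNL1 and biotin-(CUG)12, then terbium anti-His antibody and streptavidin-XL665 (5 nM final). After 60 min at room temperature, the 665/545 nm ratio is read.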
KCNH2 3.1 block – KCNH2 3.1 (human) potassium channel inhibition; U2OS KCNH2 3.1, thallium flux FluxOr; hits give low values; activity change, % (tested at about 1.8 µM); 0.95% of 340,000 active;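 active = maximum activity change below -70%; inconclusive = maximum activity change from -70% to -50%; inactive = maximum activity change above -50%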;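 also: thallium influx rate constant from kinetic fluorescence after stimulation buffer; % is scaled to controls: 0 for no effect and ±100 for the full control effect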
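Measured as rate of thallium-driven FluxOr signal in transduced U2OS cells carrying the 3.1 channel, read kinetically for 2 min upon stimulation; values are rate constants scaled to DMSO control wells.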
KCNH2 WT inh – blocks the wildtype human KCNH2 potassium channel; Q12809; AID 720551; 0.37% of 340,000 active; activity change, % at 1.84 µM; U2OS, BacMam KCNH2, thallium flux FluxOr; hits give low values;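 active = maximum activity change below -70%; inconclusive = maximum activity change between -70% and -50%; inactive = maximum activity change above -50%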; also: % is scaled to controls: 0 for no effect and ±100 for the full control effect
Target sequence (Q12809 whole entry, looked up): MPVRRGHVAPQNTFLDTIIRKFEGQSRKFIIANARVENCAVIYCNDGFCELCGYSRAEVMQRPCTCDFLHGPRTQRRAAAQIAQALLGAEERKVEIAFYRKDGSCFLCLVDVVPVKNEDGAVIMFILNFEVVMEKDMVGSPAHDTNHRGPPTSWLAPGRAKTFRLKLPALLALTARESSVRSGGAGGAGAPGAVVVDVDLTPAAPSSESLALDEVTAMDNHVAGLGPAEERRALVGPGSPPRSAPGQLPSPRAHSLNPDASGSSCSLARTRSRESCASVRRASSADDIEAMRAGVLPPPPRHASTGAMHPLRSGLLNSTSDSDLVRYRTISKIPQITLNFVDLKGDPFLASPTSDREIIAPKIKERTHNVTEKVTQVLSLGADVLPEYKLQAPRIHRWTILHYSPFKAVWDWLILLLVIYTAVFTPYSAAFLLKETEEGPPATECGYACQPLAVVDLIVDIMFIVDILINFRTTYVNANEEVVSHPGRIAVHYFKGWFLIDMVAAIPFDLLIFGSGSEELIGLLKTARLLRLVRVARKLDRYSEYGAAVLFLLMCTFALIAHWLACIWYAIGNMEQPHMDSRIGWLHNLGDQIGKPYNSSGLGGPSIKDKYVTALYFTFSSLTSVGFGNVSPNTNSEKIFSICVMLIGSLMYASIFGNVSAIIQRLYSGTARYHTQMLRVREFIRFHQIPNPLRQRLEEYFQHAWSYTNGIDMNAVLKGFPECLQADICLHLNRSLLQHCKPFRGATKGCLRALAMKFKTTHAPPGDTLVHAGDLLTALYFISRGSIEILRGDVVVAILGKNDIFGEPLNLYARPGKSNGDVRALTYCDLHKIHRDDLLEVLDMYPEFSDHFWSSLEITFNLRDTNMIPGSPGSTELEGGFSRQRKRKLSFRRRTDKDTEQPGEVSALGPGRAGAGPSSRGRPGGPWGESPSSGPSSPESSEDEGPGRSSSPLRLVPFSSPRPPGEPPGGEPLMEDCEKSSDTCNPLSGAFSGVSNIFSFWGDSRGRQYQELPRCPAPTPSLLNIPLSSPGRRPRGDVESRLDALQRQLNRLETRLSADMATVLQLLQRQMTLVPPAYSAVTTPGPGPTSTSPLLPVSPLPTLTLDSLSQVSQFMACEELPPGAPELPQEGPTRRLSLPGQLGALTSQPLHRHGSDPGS
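U2OS cells were transduced with wild-type KCNH2 virus (2.03 x 10^8 / mL) for 4 h at room temperature, then cultured overnight at 37 C. Thallium flux was read with FluxOr dye. Rate constants were normalized to DMSO controls.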
ASM inhibitor – human S-ASM enzyme inhibition | 0.006% of 340,000 active | placental ASM, HMU-PC fluorogenic substrate, 60 min | Potency, µM (titrated, usually from 57.5 µM), without a hit: at the highest dose activity change, negative = inhibition, usual class: inhibitors | P17405; also: potency is read from the fitted curve at half-maximal effect
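qHTS format. ASM enzyme prepared from human placenta hydrolyses the fluorogenic substrate HMU-PC0 (9 uM final) over 60 min at 37 °C after a 10 min compound preincubation.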
FBPA coupling cs – coupling enzyme interference in Giardia aldolase counter-screen; activity change, negative = inhibition, % at 58.2 µM, hits read low; 0.67% of 290,000 active; coupling enzyme system counterscreen, AmpLite Red fluorescence; in the data active = activity change below about -30%; also: % is scaled to controls: 0 for no effect and ±100 for the full control effect
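Final compound at 57.5 uM, incubated 10 min at RT with coupling enzyme reagent (glyceraldehyde-3-phosphate), then 20 min with substrate and AmpLite Red detection. Fluorescence read at 525/598 nm; tests interference with the coupling assay, not aldolase inhibition.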
MLL CXXC-DNA inh – blocks binding of human MLL CXXC domain to DNA; Q03164; MLL-CXXC / FITC-HOXA9 DNA fluorescence polarization; Potency, µM (series often up to 115 µM), without a hit: at the top dose activity change, negative = inhibition, hits mostly inhibitors; 0.037% of 290,000 active; AID 2662; active = well fitted inhibition curve with a large enough effect in the polarisation, with a control signal flat, not every such curve was filed as active; inconclusive = small, poorly fitted or top-dose-only effect, or effect the other way, or a change in a side signal; inactive = no such curve, though single readings can be large or run the other way; the % refers to the polarisation; also: potency is read from the fitted curve at half-maximal effect
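Fluorescence polarization: 7 uM MLL-CXXC (stock) preincubated 5 min with compounds, then 50 nM fluorescein-HOX-A9 DNA (stock) added; 30 min ambient. Buffer 50 mM Tris-HCl pH 7.5, 50 mM NaCl, 1 mM DTT, 0.05% BSA.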
The depositor's hits bear a star; [ ] = dose if it differs, or a comment. Unless noted, calls follow the shape of the dose curve; as a rule, active = well fitted curve in the direction sought with a large enough effect; inconclusive = small, poorly fitted or top-dose-only effect, or another doubt; inactive = no such curve, though single readings can be large; an effect the other way counts as inactive or inconclusive.

For CC(C)(C)OC(=O)C[C@@H]1C/C=C\C[C@@H](CC(=O)N(CCO)Cc2ccccc2)C(=O)N2CCC[C@@H]2COC1=O the results were A-T KAP1 phos -3%, Integrin act MD -5%, KCNH2 3.1 block -3, KCNH2 WT inh 6 and ASM inhibitor 4%.
Screening CCCCn1c(-c2ccc(Cl)c(Cl)c2)nc2cc3[nH]c(=O)c(C(C)C)nc3cc21 returned A-T KAP1 phos -7%, Integrin act MD -4%, TRPV1 agonist -1, MBNL1-CUG inh 10%, KCNH2 3.1 block 15, KCNH2 WT inh -1, ASM inhibitor inactive, FBPA coupling cs -17 and MLL CXXC-DNA inh 0%.
Cc1cc(NC(=O)Cc2ccccc2)no1 was read as A-T KAP1 phos 0%, Integrin act MD -6%, TRPV1 agonist -2, MBNL1-CUG inh -4%, KCNH2 3.1 block -20, KCNH2 WT inh 0, ASM inhibitor 5%, FBPA coupling cs 2 and MLL CXXC-DNA inh 9%.
`CC(C)C1=C2OC(N)=C(C#N)C(C#N)=C2C(C)CC1` (stereo not drawn) gave GALK inhibitor -1%, A-T KAP1 phos 12%, Integrin act MD -45%, TRPV1 agonist -2, MBNL1-CUG inh inconclusive, KCNH2 3.1 block -3, KCNH2 WT inh 21, ASM inhibitor 171%[activator], FBPA coupling cs -39* and MLL CXXC-DNA inh -5%.
`COc1ccc(NS(=O)(=O)c2ccc(Br)s2)cc1OC` gave GALK inhibitor -4%, A-T KAP1 phos 3%, Integrin act MD -18%, TRPV1 agonist 3, MBNL1-CUG inh -2%, KCNH2 3.1 block -4, KCNH2 WT inh 17, ASM inhibitor -4%, FBPA coupling cs -2 and MLL CXXC-DNA inh -5%.
For CCOc1cc(C=O)ccc1OCC(=O)NC(C)(C)C the results were GALK inhibitor 8%, A-T KAP1 phos 2%, Integrin act MD 1%, TRPV1 agonist 3, MBNL1-CUG inh -8%, KCNH2 3.1 block -12, KCNH2 WT inh -21, ASM inhibitor 0%, FBPA coupling cs -1 and MLL CXXC-DNA inh -13%.
Cc1cc(Oc2ccc([N+](=O)[O-])cc2)nc(N2CCOCC2)n1 was read as GALK inhibitor -1%, A-T KAP1 phos 5%, Integrin act MD -18%, TRPV1 agonist 2, KCNH2 3.1 block -8, KCNH2 WT inh -2, ASM inhibitor 1%, FBPA coupling cs -11 and MLL CXXC-DNA inh 1%.
Screening Cc1[nH]n(-c2ccccc2)c(=O)c1N=Nc1cccc(Cl)c1 returned GALK inhibitor 5%, A-T KAP1 phos 4%, Integrin act MD 22%, TRPV1 agonist -7, MBNL1-CUG inh -1%, KCNH2 3.1 block -3, KCNH2 WT inh -4, ASM inhibitor -13%, FBPA coupling cs -8 and MLL CXXC-DNA inh inconclusive.
`Cc1ccc2nc(N(CCN(C)C)C(=O)/C=C/c3cccs3)sc2c1` gave GALK inhibitor 0%, A-T KAP1 phos 2%, Integrin act MD -11%, TRPV1 agonist -4, KCNH2 3.1 block -101*, KCNH2 WT inh -16, ASM inhibitor -4%, FBPA coupling cs 1 and MLL CXXC-DNA inh -6%.
For O=C(O)CN1C(=O)SC(Nc2ccccc2C(=O)O)C1=O (stereo not drawn) the results were GALK inhibitor 2%, A-T KAP1 phos 1%, Integrin act MD -18%, TRPV1 agonist -1, MBNL1-CUG inh 4%, KCNH2 3.1 block 2, KCNH2 WT inh 14, ASM inhibitor 2%, FBPA coupling cs 1 and MLL CXXC-DNA inh 4%.
For O=C(NNS(=O)(=O)c1ccc(F)cc1)C1CCCCC1 the results were GALK inhibitor 0%, A-T KAP1 phos 1%, Integrin act MD 10%, TRPV1 agonist 5, MBNL1-CUG inh -7%, KCNH2 3.1 block 4, KCNH2 WT inh -6, ASM inhibitor 0%, FBPA coupling cs 2 and MLL CXXC-DNA inh 1%.
`O=S(=O)(c1ccccc1)c1cnn(-c2ccccc2)c1-c1ccc(F)cc1` gave GALK inhibitor -2%, A-T KAP1 phos -1%, Integrin act MD -1%, TRPV1 agonist 1, MBNL1-CUG inh -2%, KCNH2 WT inh -5, ASM inhibitor -7%, FBPA coupling cs 0 and MLL CXXC-DNA inh -9%.
Screening COc1ccc(OC)c(C(=O)NC2CC(C)(C)Cc3c2cnn3-c2ccccc2)c1 (stereo not drawn) returned GALK inhibitor 4%, A-T KAP1 phos 14%, Integrin act MD -24%, TRPV1 agonist inconclusive, MBNL1-CUG inh -8%, KCNH2 3.1 block 4, KCNH2 WT inh -6, ASM inhibitor -9%, FBPA coupling cs -1 and MLL CXXC-DNA inh -2%.
For Cc1ccc2cc(C(c3nnnn3C3CCCC3)N3CCN(c4ccccc4)CC3)c(=O)[nH]c2c1 (stereo not drawn) the results were GALK inhibitor -4%, A-T KAP1 phos -1%, Integrin act MD 5%, TRPV1 agonist -1, MBNL1-CUG inh 18%, KCNH2 3.1 block 8, KCNH2 WT inh -3, ASM inhibitor -15%, FBPA coupling cs 0 and MLL CXXC-DNA inh 18%.
Cc1ccc(CN2CC(C(=O)Nc3cc(C)ccn3)CC2=O)cc1 (stereo not drawn) was read as A-T KAP1 phos -5%, Integrin act MD -16%, TRPV1 agonist 3, KCNH2 3.1 block 10, KCNH2 WT inh 0 and ASM inhibitor -2%.
For CC(C)CCOC(=O)C[N+](C)(C)CCOC1CC2CCC1(C)C2(C)C (stereo not drawn) the results were GALK inhibitor -1%, A-T KAP1 phos 6%, Integrin act MD 0%, TRPV1 agonist 28, MBNL1-CUG inh 11%, KCNH2 3.1 block -4, KCNH2 WT inh 0, ASM inhibitor 0%, FBPA coupling cs -1 and MLL CXXC-DNA inh 0%.
`Cc1ccc(C(=O)CSc2nc3ccccc3o2)cc1` gave GALK inhibitor -3%, A-T KAP1 phos 3%, Integrin act MD 21%, TRPV1 agonist inconclusive, MBNL1-CUG inh -3%, KCNH2 3.1 block -27, KCNH2 WT inh 2, ASM inhibitor -2%, FBPA coupling cs -1 and MLL CXXC-DNA inh -24%.
Screening Cc1ccc(Cl)c(NC(=O)CN2CCN(C=O)CC2)c1 returned GALK inhibitor 0%, A-T KAP1 phos 1%, TRPV1 agonist -1, MBNL1-CUG inh 0%, FBPA coupling cs -3 and MLL CXXC-DNA inh -3%.
Screening CCN(C(=O)COC(=O)c1c(C)nsc1NC)c1ccccc1 returned A-T KAP1 phos -3%, Integrin act MD -3%, TRPV1 agonist 12, KCNH2 3.1 block 16, KCNH2 WT inh -6 and ASM inhibitor 2%.
Screening O=C(CCN1C(=O)S/C(=C\c2cccs2)C1=O)NC1=NCCS1 returned GALK inhibitor 2%, A-T KAP1 phos -3%, Integrin act MD 1%, TRPV1 agonist -1, KCNH2 3.1 block 6, KCNH2 WT inh 4, ASM inhibitor 0%, FBPA coupling cs 0 and MLL CXXC-DNA inh -7%.
Screening Cc1ccc2nc(-c3ccc(Br)o3)oc(=O)c2c1 returned GALK inhibitor -5%, A-T KAP1 phos -5%, Integrin act MD -20%[7.66 µM], TRPV1 agonist 2, MBNL1-CUG inh -2%, KCNH2 3.1 block 4, KCNH2 WT inh -10, ASM inhibitor 2%, FBPA coupling cs -3 and MLL CXXC-DNA inh -3%.
CCN(C[C@H]1N[C@@](CC)(C(=O)OC)[C@H]2C(=O)N(C)C(=O)[C@@H]12)C(=O)C1CCCCC1 was read as A-T KAP1 phos 4%, Integrin act MD 20%, KCNH2 3.1 block -10, KCNH2 WT inh 1 and ASM inhibitor 0%.
`COc1ccc(C2/C(=C(/O)c3ccc(C)cc3)C(=O)C(=O)N2C)cc1` (stereo not drawn) gave GALK inhibitor 1%, A-T KAP1 phos 4%, Integrin act MD 15%, TRPV1 agonist 2, MBNL1-CUG inh 10%, KCNH2 3.1 block 2, KCNH2 WT inh -9, ASM inhibitor -1%, FBPA coupling cs -2 and MLL CXXC-DNA inh -1%.
`COc1ccc(C(CNC(=O)c2ccccc2SC)N(C)C)cc1` (stereo not drawn) gave GALK inhibitor -2%, A-T KAP1 phos 5%, Integrin act MD 19%, TRPV1 agonist 0, MBNL1-CUG inh -10%, KCNH2 3.1 block -4, KCNH2 WT inh -7, ASM inhibitor 7%, FBPA coupling cs 2 and MLL CXXC-DNA inh -3%.
For COC(=O)COc1ccc(S(=O)(=O)N2CCN(c3ccc(F)cc3)CC2)cc1 the results were GALK inhibitor 1%, A-T KAP1 phos 5%, Integrin act MD 14%, TRPV1 agonist 9, MBNL1-CUG inh -5%, KCNH2 3.1 block 1, KCNH2 WT inh -10, ASM inhibitor 3%, FBPA coupling cs 1 and MLL CXXC-DNA inh 10%.
Screening Cc1ccc(C2=[N+]([O-])C(C)N(O)C2(C)C)o1 (stereo not drawn) returned GALK inhibitor 3%, Integrin act MD 3%, TRPV1 agonist -5, MBNL1-CUG inh 3%, KCNH2 3.1 block 4, KCNH2 WT inh 0, ASM inhibitor 3%, FBPA coupling cs 3 and MLL CXXC-DNA inh 1%.
